From PubChem BioAssay
CD11b adhes enh = CD11b/CD18-fibrinogen binding enhancement; P05107+P11215; K562 CD11b/CD18 adhesion to fibrinogen, ATPlite luminescence; activation, % at 10 µM; hit rate 0.07% among 93,000;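 active means 10 µM primary screen giving 50% or more activity, confirmed by 40% or more on retest at that dose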; further: strong numbers were not always called active
FAK blocker = blocks human focal adhesion kinase activity | Q05397 | biochemical FAK kinase activity assay | inhibition, %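 (tested at 7 µM)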 | hit rate 0.84% among 97,000 | AID 727; in the data active means inhibition above about 19%;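 further: 0% = DMSO and 100% = reference compound high control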
Target sequence (Q05397 whole entry, looked up): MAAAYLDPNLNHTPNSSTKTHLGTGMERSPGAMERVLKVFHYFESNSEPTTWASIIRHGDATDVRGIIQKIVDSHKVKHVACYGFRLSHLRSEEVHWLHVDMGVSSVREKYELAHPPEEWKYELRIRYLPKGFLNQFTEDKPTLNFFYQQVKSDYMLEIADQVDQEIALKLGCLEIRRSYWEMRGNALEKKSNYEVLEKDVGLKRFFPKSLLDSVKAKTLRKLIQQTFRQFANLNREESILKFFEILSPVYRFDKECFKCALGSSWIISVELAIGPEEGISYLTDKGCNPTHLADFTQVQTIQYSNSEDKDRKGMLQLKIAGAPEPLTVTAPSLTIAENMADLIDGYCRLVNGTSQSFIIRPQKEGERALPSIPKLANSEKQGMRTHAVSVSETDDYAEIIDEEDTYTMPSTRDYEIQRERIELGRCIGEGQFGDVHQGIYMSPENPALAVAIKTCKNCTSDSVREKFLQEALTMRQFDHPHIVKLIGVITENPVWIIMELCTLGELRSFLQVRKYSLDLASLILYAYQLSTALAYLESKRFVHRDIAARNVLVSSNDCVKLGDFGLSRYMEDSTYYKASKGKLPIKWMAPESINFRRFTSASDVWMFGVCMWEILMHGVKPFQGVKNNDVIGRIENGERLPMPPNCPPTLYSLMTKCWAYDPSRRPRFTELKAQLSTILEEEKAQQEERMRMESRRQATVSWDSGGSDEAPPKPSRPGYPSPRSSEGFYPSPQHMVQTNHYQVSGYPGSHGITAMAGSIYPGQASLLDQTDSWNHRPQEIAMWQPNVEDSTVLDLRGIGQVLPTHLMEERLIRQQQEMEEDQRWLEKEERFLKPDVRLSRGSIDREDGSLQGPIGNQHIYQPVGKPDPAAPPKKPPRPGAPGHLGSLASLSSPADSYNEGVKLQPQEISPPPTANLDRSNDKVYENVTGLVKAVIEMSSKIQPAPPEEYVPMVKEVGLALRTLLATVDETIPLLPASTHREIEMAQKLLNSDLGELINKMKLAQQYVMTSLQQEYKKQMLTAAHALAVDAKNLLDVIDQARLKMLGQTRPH
CD11b adhes inh = inhibitors of human CD11b/CD18 binding to fibrinogen; P05107+P11215; K562 CD11b/CD18 adhesion to fibrinogen, ATPlite luminescence; Mn2+ added to activate the integrin; inhibition, % at 10 µM; hit rate 0.54% among 93,000; AID 1497;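 active means primary inhibition of 50% or more at 10 µM, then 40% or more on retest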; further: some results filed as inactive read as strong as hits
ERa SRC1 pot = enhances coactivator binding to human estrogen receptor alpha | AID 639 | coactivator binding (% of control), % at 25.6 µM | TR-FRET ERalpha-LBD/SRC-Cy5 coactivator binding, 2 h; 100 = basal binding, no effect | hit rate 1.3% among 86,000; in the data active means activity above about 200%;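 further: binding measured in presence of low estradiol as agonist stimulus; 0% = peptide alone without receptor and 100% = receptor with peptide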
ERb SRC1 inh = blocks coactivator binding to human estrogen receptor beta | TR-FRET ER-beta LBD / SRC1-Cy5 peptide binding; receptor agonist-loaded with 1 µM estradiol | Q92731 | inhibition, % at 25.6 µM | hit rate 1.3% among 86,000;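 active means compounds whose percent inhibition of the receptor-coactivator binding signal exceeds about 50% in the single-dose screen, limit read from the data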;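 further: 0% = receptor plus peptide wells without compound and 100% = peptide-only wells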
Plk1 PBD FP = Plk1 (human) PBD binding inhibition. AID 693. Plk1 PBD phosphopeptide binding, fluorescence polarization. hit rate 0.13% among 97,000. inhibition, %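 (tested at about 20 µM)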; in the data active means inhibition above about 34%, passing the limit was not always enough
Rev-RRE block = disrupts HIV-1 Rev binding to RRE RNA; P05866; Rev peptide-RRE RNA binding, FRET; AID 704; inhibition, % at 8 µM; hit rate 0.79% among 97,000;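 active means inhibition above the screen-wide mean plus 3 SD, cut at about 35% in these data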;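 further: 0% = median DMSO wells and 100% = median Neomycin B control wells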
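assay system = Cy5-tagged RRE RNA duplex with fluorescein-tagged Rev peptide | incubation = 5 + 15 min at 25 °C | also added = labelled Rev peptide | measure = % inhibition of FRET ratio versus controls | benchmarks = DMSO wells as 0% and neomycin B wells as 100% inhibition | measured by = FRET fluorescence readout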
ERa SRC1 inh = blocks coactivator binding to human estrogen receptor alpha; AID 629; TR-FRET ER-alpha LBD / SRC-1 peptide, estradiol-bound; hit rate 1.7% among 86,000; inhibition, % at 25.6 µM; P03372; in the data active means inhibition above about 50%;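 further: 0% = receptor plus peptide control and 100% = peptide only without receptor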
PLK1 kinase inh = blocks human PLK1 kinase activity; inhibition, % at 10 µM; P53350; hit rate 0.53% among 97,000; recombinant PLK1 kinase, TR-FRET peptide phosphorylation;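 active means inhibition of 50% or more in the single-concentration screen; inactive means inhibition below 50%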;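 further: 0% = DMSO max control and 100% = H-89 dihydrochloride min control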
Numbers without * were called inactive; / = not tested or not shown; [ ] = dose if it differs, or a comment.

SMILES | CD11b adhes enh | FAK blocker | CD11b adhes inh | ERa SRC1 pot | ERb SRC1 inh | Plk1 PBD FP | Rev-RRE block | ERa SRC1 inh | PLK1 kinase inh
O=C(N/N=C\c1cccc(Br)c1)c1ccccc1-n1cccc1 | -3 | 1 | -4 | 103 | 9 | 6 | 16 | -1 | -7
CC(=O)Nc1cccc(NC(=O)CCn2c(=O)sc3ccccc32)c1 | 2 | 3 | -21 | / | / | -12 | 3 | / | -1
O=C(CCc1ccccc1)NCc1cccnc1 | / | -9 | / | 83 | 1 | 23 | 3 | 7 | -1
Cc1nn(Cc2c(F)c(F)c(F)c(F)c2F)c(C)c1NC(=O)c1c([N+](=O)[O-])c(C)nn1C | -1 | -2 | 5 | / | / | -9 | 1 | / | -13
CCCOc1ccc(N2C(=O)CC(NCCNc3ccc(S(=O)(=O)CC)cc3)C2=O)cc1 (stereo not drawn) | 2 | -4 | -4 | 106 | -1 | -16 | 1 | 2 | -4
Cc1cccc(C)c1NC(=O)C1=C(O)c2ccccc2N(C)S1(=O)=O | 2 | 2 | 3 | / | / | 12 | 6 | / | -6
CCCc1nc(NC2CCCCC2)c(C#N)c2c1COC(C)(C)C2 | -1 | 7 | 12 | 102 | -9 | 1 | 13 | -5 | -8
O=C(c1ccco1)N1CCN(CC(=O)N(C2CCCCC2)C2CCS(=O)(=O)C2)CC1 (stereo not drawn) | 1 | 2 | -17 | 100 | 2 | -9 | 7 | -7 | -2
CC1=NN(c2nc(-c3ccccc3)cs2)C(=O)C1 | / | 0 | / | / | / | 16 | -3 | / | -5
COc1cc(C2C(C(=O)c3ccc(C)o3)=C(O)C(=O)N2Cc2cccnc2)ccc1O (stereo not drawn) | -2 | 0 | -10 | 97 | -2[fluorescence artefact?] | 4 | 8 | -8[fluorescence artefact?] | -3
COc1ccccc1C(=O)Nc1cccc(SC)c1 | / | 3 | / | 90 | 1 | -16 | 6 | -5 | -9
Cn1c(C(=O)N2CCN(c3ncccn3)CC2)cc2c(=O)n(C)c3ccccc3c21 | -4 | 11 | 2 | 116 | -6 | -14 | 8 | 5 | -8
O=C(CSCCO)Nc1ccc(C23CC4CC(CC(C4)C2)C3)cc1 | / | 0 | / | 79 | -3 | 15 | 8 | -9 | 38
COc1ccccc1Cc1nc(-c2ccc(C)cc2)no1 | 0 | -1 | -8 | 116 | -4 | 18 | 6 | -2 | -6
CC(=O)N(C(C)=O)c1c(N2CCOCC2)c2ccccc2oc1=O | -4 | -3 | 2 | 104 | -2 | -7 | 8 | -11 | 5
CCN(CC)CCCNC(=O)C1CCN(C(=O)c2cc3sccc3n2Cc2ccc(F)cc2)CC1 | -2 | 7 | -30 | 130[fluorescence artefact?] | 1 | -17 | 8 | -2 | -16
O=C(OCn1cncn1)c1ccc(Cl)cc1Cl | 6 | 2 | 6 | 94 | -65[fluorescence artefact?] | -19 | 4 | -1 | 9
O=C(CSCc1ccco1)c1cccs1 | -9 | / | 12 | 84 | 11 | / | / | 12 | /
CCOC(=O)c1cc(-c2ccco2)nc2c1c(C)nn2CCC#N | 7 | -2 | 2 | 98[fluorescence artefact?] | 1 | -24 | 2 | 2 | -14
Cc1nn(C)cc1CNC(=O)Nc1ccc(Cl)cc1 | / | 1 | / | 108 | -6 | 7 | 7 | 5 | -11
Clc1ccc(OCc2nn3c(-c4ccco4)nnc3s2)cc1 | 0 | -5 | 10 | 93 | -9 | 0 | 6 | -2 | 11
CCN1CCN(Cc2nc3c(c(=O)n(C)c(=O)n3C)n2C(C)C(C)=O)CC1 (stereo not drawn) | 0 | -8 | 0 | 112 | -3 | -3 | 2 | -1 | 2
O=c1[nH]cnc2scc(-c3ccc(F)cc3)c12 | 0 | 1 | 15 | 82 | -5 | 12 | 2 | -10 | 49
C=CCSc1nc2c(c(=O)[nH]c(=O)n2C)n1C/C=C(/C)Cl | -1 | -1 | 16 | 99[fluorescence artefact?] | -9 | 4 | 3 | 16 | -10
CCOc1cccc(C2C(C(=O)c3ccc(C)o3)=C(O)C(=O)N2Cc2ccncc2)c1 (stereo not drawn) | / | 1 | / | 120 | -7 | 2 | 10 | 5 | -3
Cc1ccn(CCSCC(=O)O)n1 | 0 | -5 | 5 | 113 | 5 | 7 | 1 | 0 | -8
C#CC[N+]1(CC#Cc2ccccc2)CCCC1 | / | 1 | / | / | / | 7 | 4 | / | -11
Cc1ccc(CNC(=O)C(OC(=O)c2ccco2)C(C)C)cc1 (stereo not drawn) | 1 | / | 11 | 112[fluorescence artefact?] | -6 | / | / | 0 | /
CCCCC(=O)Nc1cccc(NC(=O)c2ccc(Br)cc2)c1 | / | -2 | / | / | / | 3 | 4 | / | -3
COC(=O)c1cc(OC)c(OC)cc1NC(=O)c1ccc(C)cc1 | -2 | 0 | 8 | 179[fluorescence artefact?] | 3 | -3 | 2 | 2 | 1
O=C(c1cc(-c2cccs2)on1)N1CCN(c2ccccc2)CC1 | 2 | -2 | 7 | / | / | -11 | 2 | / | -1
CC(=O)c1c(COC(=O)c2ccccc2)nc2ccccc2[n+]1[O-] | -3 | 1 | 36 | 83[fluorescence artefact?] | 0 | 1 | 5 | -2 | -2
CC(C)(C)OC(=O)NCCCC(CCCNC(=O)OC(C)(C)C)C(=O)O | 0 | 0 | -9 | 91 | -3 | 17 | -2 | 0 | 6
Cc1ccc2[nH]c3c(c2c1)CN(C(=O)CN1c2ccc(F)cc2CCC1C)CC3 (stereo not drawn) | / | -3 | / | 72 | 3 | -1 | 17 | 5[fluorescence artefact?] | -3
COC(=O)C(C)NS(=O)(=O)c1ccc(NC(C)=O)cc1 (stereo not drawn) | 0 | -1 | -9 | 122 | -13 | 38 | 0 | -2 | -7
COc1ccc2c(c1)c(=O)oc1cc3oc(C)c(C)c3cc12 | 50 | 6 | -3 | 72[fluorescence artefact?] | 57* | 12 | 2 | 67* | -3
O=C(Nc1ccc(N2CCN(C(=O)c3ccccc3)CC2)c(Cl)c1)c1cccnc1 | 1 | -1 | -4 | 124 | -5 | -5 | 7 | -4 | -15
CCN(CC)S(=O)(=O)c1ccc2oc(C(=O)NC3CCCc4ccccc43)c(C)c2c1 (stereo not drawn) | 0 | -2 | 19 | 95 | -34 | 4 | 4 | -7 | -28
O=C(Nc1ccc(F)c(F)c1)c1cc(S(=O)(=O)N2CCN(c3ccccn3)CC2)ccc1F | -2 | -1 | -3 | 90 | 16[fluorescence artefact?] | -2 | 15 | 31 | -4
Cc1cccc(C)c1NC(=O)N1C(C(=O)O)CSC1C(=O)O (stereo not drawn) | -2 | -4 | 0 | / | / | 5 | 7 | / | 2
CCSc1nc2cc(C(=O)OC)ccc2c(=O)n1CC | / | 1 | / | / | / | -15 | 15 | / | -9
COc1ccccc1-c1nnc(NC(=O)OCC(C)C)s1 | -4 | 2 | -18 | 117 | 6 | 29 | 10 | -3 | -14
CCCC(CCC)C(=O)NNc1cc(=O)c2c(=O)n(C)c(=O)n(C)c2[nH]1 | 14 | -1 | -22 | / | / | 5 | 4 | / | -6
COC(=O)C(C)Sc1ccc2nnc(-c3ccc(F)cc3)n2n1 (stereo not drawn) | / | 6 | / | 118 | -3 | 17 | 4 | -2 | -3
COCCNc1cc(C)nc2ccccc12 | / | 3 | / | 108[fluorescence artefact?] | 6 | 23 | 13 | -1 | 2
CC(C)NC(=O)c1onc(CSc2ccc(F)cc2)c1C(=O)O | / | 6 | / | / | / | 24 | 7 | / | -8
S=C(NCc1ccccc1)NCc1ccccc1 | 0 | 0 | -15 | / | / | -2 | 4 | / | -11
Cc1cc2c(nn1)CCc1nonc1-2 | -3 | 0 | -4 | 99 | -28 | 18 | 5 | -25 | -16
COC(=O)Nc1ccc(S(=O)(=O)N2CCCCC2)cc1 | -1 | 0 | 1 | 104 | -7 | -9 | 2 | -8 | -3
CC(=O)c1cc(C(c2csc(C(C)=O)c2)c2csc(C(C)=O)c2)cs1 | / | 0 | / | 122 | 1 | -17 | 10 | -3 | -4
O=C(Cn1ncc2c(=O)oc3ccccc3c21)N1CCN(C(=O)c2ccco2)CC1 | -3 | 0 | -23 | / | / | -16 | 6 | / | -3
O=C(C1CC(c2ccc(F)cc2)=NO1)N1CCCc2ccccc21 (stereo not drawn) | -7 | -1 | 6 | 111 | -7 | -4 | 4 | 4 | -10
O=C(CSCSCC(=O)NCC1CCCO1)NCC1CCCO1 (stereo not drawn) | -1 | -1 | 10 | 111 | 12 | 9 | 6 | 9 | -9
CCOC(=O)Cc1csc(NC(=O)CCCCCN2C(=O)c3ccccc3C2=O)n1 | / | 3 | / | 97 | -7 | 16 | 7 | -4 | -8
Nc1nnc(-c2ccccc2)c(-c2ccccc2)n1 | 2 | 1 | -18 | 94 | -6 | -1 | 3 | 5 | -2
CC(C)(C)NC(=O)c1ccc(COc2ccccc2Br)o1 | -1 | 4 | -4 | 115 | 5[fluorescence artefact?] | -9 | 14 | 6 | -7
Cc1ccc(C(=O)OC2=CC(=O)CC(C)(C)C2)cc1 | -8 | 1 | 35 | / | / | -25 | 1 | / | -14
CS(=O)(=O)n1nc(-c2ccc(Cl)cc2)nc1SCc1ccccc1 | -6 | -2 | 40 | 122[fluorescence artefact?] | 10 | 11 | 24 | 0 | -9
CCCCNC(=S)NNC(=O)CCn1nc(C)c(Br)c1C | 7 | 2 | -13 | / | / | -17 | 5 | / | -13
CC(C)N(Cc1nc(-c2ccccc2)no1)C(=O)CN(C)S(=O)(=O)c1ccccc1 | -4 | -2 | -33 | 44 | 0 | 6 | 5 | -3 | -5

A portion from the list above, as a working copy:
SMILES | CD11b adhes enh | FAK blocker | CD11b adhes inh | ERa SRC1 pot | ERb SRC1 inh | Plk1 PBD FP | Rev-RRE block | ERa SRC1 inh | PLK1 kinase inh
CCSc1nc2cc(C(=O)OC)ccc2c(=O)n1CC | / | 1 | / | / | / | -15 | 15 | / | -9
COc1ccccc1-c1nnc(NC(=O)OCC(C)C)s1 | -4 | 2 | -18 | 117 | 6 | 29 | 10 | -3 | -14

The main list resumes; the 4 compounds before the break are reprinted first.
SMILES | CD11b adhes enh | FAK blocker | CD11b adhes inh | ERa SRC1 pot | ERb SRC1 inh | Plk1 PBD FP | Rev-RRE block | ERa SRC1 inh | PLK1 kinase inh
Cc1ccc(C(=O)OC2=CC(=O)CC(C)(C)C2)cc1 | -8 | 1 | 35 | / | / | -25 | 1 | / | -14
CS(=O)(=O)n1nc(-c2ccc(Cl)cc2)nc1SCc1ccccc1 | -6 | -2 | 40 | 122[fluorescence artefact?] | 10 | 11 | 24 | 0 | -9
CCCCNC(=S)NNC(=O)CCn1nc(C)c(Br)c1C | 7 | 2 | -13 | / | / | -17 | 5 | / | -13
CC(C)N(Cc1nc(-c2ccccc2)no1)C(=O)CN(C)S(=O)(=O)c1ccccc1 | -4 | -2 | -33 | 44 | 0 | 6 | 5 | -3 | -5
O=C(NCc1ccco1)/C(=C/c1cccnc1)NC(=O)c1ccco1 | / | 0 | / | / | / | 16 | 7 | / | -4
Cc1nnc(NC(=O)c2oc3c(ccc4ccccc43)c2C)s1 | / | -3 | / | 128 | 16[fluorescence artefact?] | -12 | -1 | 13[fluorescence artefact?] | -14
COCCCNC(=S)NNC(=O)c1ccc2c(c1)OCO2 | / | 0 | / | / | / | 1 | -4 | / | -6
Cn1nnnc1SCc1csc(Nc2ccccc2)n1 | 0 | / | 3 | 110 | 5 | / | / | 1 | /
C=CCSc1cc(C)nc2c(-c3ccc(Cl)cc3)c(C)nn12 | -6 | -1 | -2 | 95 | -1 | 21 | 7 | -10 | 2
CC(NS(=O)(=O)c1ccc(CCC(=O)NCC2CCCO2)cc1)c1ccccc1 (stereo not drawn) | / | -3 | / | 102 | 2 | 7 | 4 | 6 | -12
